# Compound activity: PubChem BioAssay, several laboratories
# HPDE-C7K KRASV12 = cytotoxicity in KRAS-transformed pancreatic duct cells, primary screen, cell-based, fluorescence, HTS (AID 431) | 1.7% of 63,000 active | cytotoxicity, % at 10 µM, or EC50 in µM where a hit was titrated | HPDE-C7K KRASV12 cells, Alamar Blue viability, 48 h; higher % means a stronger effect;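 active = compounds whose percent cytotoxicity in the single-dose primary screen, scaled between solvent and toxic-drug controls, exceeds 50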;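 also: 0% = DMSO solvent wells and 100% = doxorubicin-treated wells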
# HT1080 cytotoxicity = cytotoxicity in HT1080 fibrosarcoma cells, cell-based, fluorescence readout (AID 620) | HT1080 viability, fluorescence; higher % means a stronger effect | cytotoxicity, % at 10 µM, or EC50 in µM where a hit was titrated | 0.42% of 87,000 active;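 also: cells exposed to compound overnight then 4 h with Alamar Blue; 0% = vehicle DMSO and 100% = killing control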
# LYP phosphatase = LYP phosphatase inhibitors, primary screen, biochemical, DiFMUP fluorescence, recombinant catalytic domain, 10 µM (AID 606) | Tyrosine-protein phosphatase non-receptor type 22 (Homo sapiens) | recombinant LYP catalytic domain, DiFMUP fluorescence; higher % means a stronger effect | inhibition, % at 10 µM; hits with a dose series show IC50 in µM | 52,000 tested, under 10 active;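 active = IC50 under 40 µM in the dose-response test; inactive = IC50 of 40 µM or more, or never dose-tested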
# Spn PMK inh = S. pneumoniae PMK inhibitors, primary screen, biochemical, mevalonate pathway, pilot trial included; 0.49% of 65,000 active; AID 539, 2006; phosphomevalonate kinase (Streptococcus pneumoniae D39); inhibition, % at 10 µM; purified PMK, PK/LDH-coupled NADH absorbance 340 nm;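 active = top-ranked compounds by inhibition in the single 10 µM screen, taking a fixed number of the strongest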;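 also: 0% = full reaction with DMSO carrier and 100% = background rate without enzyme reaction; no value below 0 was filed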
# Spn DPM-DC inh = S. pneumoniae DPM-DC inhibitors, primary screen, biochemical, PK/LDH-coupled NADH fluorescence; 0.49% of 65,000 active; diphosphomevalonate decarboxylase (Streptococcus pneumoniae D39); calls only at 10 µM; purified DPM-DC;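 active = the 320 compounds with the highest percent inhibition in the single-dose primary screen, excluding strongly autofluorescent ones, cut at about 32% in these data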;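 also: kinetic rate of NADH fluorescence loss reporting ADP formed by the decarboxylase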
# TNAP inhibition = human TNAP enzyme inhibitors, biochemical, luminescent (AID 518) | Alkaline phosphatase, tissue-nonspecific isozyme (Homo sapiens) | purified TNAP enzyme, luminescent substrate readout; higher % means a stronger effect | inhibition, % at 20 µM; hits with a dose series show IC50 in µM | 0.09% of 64,000 active; in the data active = a potency from the dose series; inactive = the rest, 99 in 100 with inhibition below about 22%;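 also: plate controls were vehicle for no effect and reference inhibitor for full effect; many of its hits are not listed in these tables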
# Bfl-1 inhibitors = Bfl-1 inhibitors, primary screen, biochemical, fluorescence polarization, FITC-Bid, mouse (AID 432); Bcl-2-related protein A1 (Mus musculus); FITC-Bid BH3 peptide fluorescence polarization displacement; higher % means a stronger effect; displacement, % at 20 µM; hits with a dose series show IC50 in µM; 0.02% of 64,000 active; in the data active = a potency from the dose series; inactive = the rest, 99 in 100 with displacement below about 15%; also: strong numbers were not always called active
# MK inhibit = S. pneumoniae MK inhibitors, primary screen, biochemical, PK/LDH-coupled NADH absorbance. AID 555, 2006. 0.48% of 65,000 active. mevalonate kinase [Streptococcus pneumoniae D39]. purified MK, PK/LDH-coupled NADH absorbance 340 nm. inhibition, % at 10 µM;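 active = ranked among the strongest by inhibition in the single 10 µM screen, a fixed top-ranked set picked for dose follow-up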; also: no value below 0 was filed
# HPDE-C7 cytotoxicity = cytotoxicity in HPDE-C7 cells, cell-based, fluorescence, HTS (AID 430); HPDE-C7 pancreatic duct cells viability, fluorescence; higher % means a stronger effect; one-dose cytotoxicity, % at 10 µM; EC50 in µM for titrated hits; 1.8% of 63,000 active;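 also: cells exposed to compound for 48 hours before viability readout; 0% = vehicle and 100% = reference cytotoxic drug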
# Spn PMK inh pilot replicates = recorded beside Spn PMK inh, whose call it bears; inhibition, %; measured here: pilot screen replicates
# MK inhibit pilot replicates = recorded beside MK inhibit, whose call it bears; inhibition, %; measured here: pilot screen replicates
# Spn DPM-DC inh pilot screen % = also measured in Spn DPM-DC inh; calls as there; inhibition, %; measured here: pilot screen trials
# * = called active by the depositor; i = inactive; / = no result given. Rule as the data show it, unless noted: active = cytotoxicity above about 50%; inactive = the rest.
# Start of the listing, in advance:
SMILES,HPDE-C7K KRASV12,HT1080 cytotoxicity,LYP phosphatase,Spn PMK inh,Spn DPM-DC inh,TNAP inhibition,Bfl-1 inhibitors,MK inhibit,HPDE-C7 cytotoxicity,others
CCOC(=O)C1C(=O)Nc2nc(C)nn2C1c1ccccc1 (stereo unspecified),-8%,9%,/,0,i,9%,-4%,0,-2%,
COCCn1nnnc1CN(Cc1cc2cc(OC)c(OC)cc2[nH]c1=O)C1CCCC1,-19%,-4%,9%,8,i,5%,-6%,1,-20%,
CCc1noc(C)c1C(=O)N1CCOCC1,-20%,-10%,4%,8,i,14%,-5%,3,-22%,

# The listing, previewed entries included:
SMILES,HPDE-C7K KRASV12,HT1080 cytotoxicity,LYP phosphatase,Spn PMK inh,Spn DPM-DC inh,TNAP inhibition,Bfl-1 inhibitors,MK inhibit,HPDE-C7 cytotoxicity,others
CCOC(=O)C1C(=O)Nc2nc(C)nn2C1c1ccccc1 (stereo unspecified),-8%,9%,/,0,i,9%,-4%,0,-2%,
COCCn1nnnc1CN(Cc1cc2cc(OC)c(OC)cc2[nH]c1=O)C1CCCC1,-19%,-4%,9%,8,i,5%,-6%,1,-20%,
CCc1noc(C)c1C(=O)N1CCOCC1,-20%,-10%,4%,8,i,14%,-5%,3,-22%,
c1coc(CNc2nc(-c3ccncc3)cs2)c1,3%,4%,4%,3,i,7%,-4%,0,-21%,
CCOc1cc(NC(=O)C2CC2)c(OCC)cc1NC(=O)c1cccnc1,/,10%,12%,0,i,6%,-1%,0,/,
O=C(Nc1ccc(N2CCCC2=O)cc1)c1cccc(F)c1,-14%,7%,11%,5,i,8%,-3%,9,-28%,Spn PMK inh pilot replicates=0.5;MK inhibit pilot replicates=0.0;Spn DPM-DC inh pilot screen %=0.0
Cc1cc2oc(=O)cc(CN3CCc4ccccc43)c2cc1Cl,2%,-4%,0%,19,i,14%,0%,5,4%,
COc1ccc(C)cc1NC(=O)c1ccc(N(C)S(C)(=O)=O)cc1,-2%,2%,/,4,i,5%,0%,6,-2%,
Cc1cc(C)nc(SCC(=O)Nc2cc(C)on2)n1,5%,2%,6%,0,i,7%,0%,8,6%,
CCOC(=O)N1CCC(N(CCOC)C(=O)Nc2ccc(Cl)c(Cl)c2)CC1,-1%,6%,10%,12,i,7%,-3%,0,1%,
Cc1cc2nnc(SC(C)C#N)n2c2ccccc12 (stereo unspecified),17%,-2%,12%,18,i,1%,3%,4,4%,
COc1ccc2nc(N3CCCC3)[nH]c2c1,1%,-6%,4%,10,i,6%,-4%,14,-3%,
COc1ccc(N2CCN(c3nc(=S)n(-c4ccccc4)c(C)c3C(C)=O)CC2)cc1,-6%,0%,11%,7,i,10%,-5%,9,-3%,
CCOC(=O)c1cccc(NC(=O)CSc2nnc(COc3ccccc3)n2CC)c1,-20%,1%,11%,10,i,2%,0%,9,-17%,
CCOC(=O)c1cc(-c2ccccc2)sc1NC(=O)CSc1nnnn1C,6%,-5%,9%,9,i,4%,-11%,2,20%,
O=C1c2ccccc2C(O)N1Cc1ccccc1Cl (stereo unspecified),-2%,/,3%,4,i,10%,3%,1,-12%,
O=C(CSCc1n[nH]c(=O)[nH]1)NCCOc1cccc(Oc2ccccc2)c1,-12%,3%,-4%,3,i,-7%,-1%,11,-3%,Spn PMK inh pilot replicates=4.5;MK inhibit pilot replicates=11;Spn DPM-DC inh pilot screen %=2.0
Fc1ccccc1N1CCN(c2ncnc3[nH]ncc23)CC1,4%,3%,2%,14,i,-23%,8%,6,5%,
Cc1ccc(CNS(=O)(=O)c2ccc(C(C)(C)C)cc2)n1C,4%,-1%,-4%,10,i,10%,1%,6,0%,
Cn1c(=O)[nH]c(=O)c2c1nc(Br)n2Cc1ccccc1Cl,-25%,-2%,9%,15,i,12%,-7%,0,-38%,
C=CCN(C(=O)CCC(=O)O)C1CC(=O)N(c2ccc(OCCC)cc2)C1=O (stereo unspecified),4%,-18%,6%,5,i,14%,0%,0,-2%,
Cc1c(O)ccc2c3c(c(=O)oc12)CCC(C)C3 (stereo unspecified),14%,6%,5%,5,/,0%,-3%,9,3%,
CCOc1ccc(C)cc1S(=O)(=O)n1ccnc1,-1%,-1%,5%,9,i,12%,0%,1,-1%,
CCN(CC)CCSc1nc(O)c(-c2ccccc2)c(=O)[nH]1,-11%,9%,16%,13,i,13%,-4%,6,-17%,
COCCCn1cnc2c(c1=O)c1nc3ccccc3nc1n2-c1ccc(C)cc1,-10%,8%,2%,19,i,-5%,5%,0,-9%,

# (continued)
SMILES,HPDE-C7K KRASV12,HT1080 cytotoxicity,LYP phosphatase,Spn PMK inh,Spn DPM-DC inh,TNAP inhibition,Bfl-1 inhibitors,MK inhibit,HPDE-C7 cytotoxicity,others
C=CCn1c(SC/C=C/c2ccccc2)nnc1-c1sc(N)nc1C,3%,10%,-4%,3,i,6%,-4%,1,6%,
CCN(CC)C(=O)c1sc2nc(-c3ccncc3)[nH]c(=O)c2c1C,/,-3%,/,17,/,/,/,4,/,
CCCn1c(SCC(=O)NC(=O)NCc2ccco2)n[nH]c1=O,-2%,4%,3%,13,i,14%,-1%,0,-6%,Spn PMK inh pilot replicates=0.5;MK inhibit pilot replicates=2.0;Spn DPM-DC inh pilot screen %=1.5
CCc1ccc(OCC(=O)OC2CCS(=O)(=O)C2)cc1 (stereo unspecified),4%,2%,/,0,i,5%,-4%,7,-24%,
FC(F)(F)COc1nc(N2CCCCC2)nc(N2CCNCC2)n1,3%,1%,1%,11,i,15%,0%,5,4%,Spn PMK inh pilot replicates=6.0;MK inhibit pilot replicates=0.0;Spn DPM-DC inh pilot screen %=0.0
CCn1c(SCC(=O)N2CCCc3ccccc32)nc2c(c1=O)SC(C)C2 (stereo unspecified),-18%,/,10%,0,i,4%,8%,5,-17%,
CC(=O)Nc1nc2n(n1)C(c1ccc(F)cc1)C=C(c1ccccc1)N2 (stereo unspecified),-9%,0%,8%,0,/,13%,12%,8,-23%,
Cn1nnnc1SCC(=O)NCc1cccc(C(=O)O)c1,/,-2%,5%,8,i,16%,-6%,4,/,
CCOC(=O)CSC1=C(C#N)C(c2ccccc2F)C(C(C)=O)=C(C)N1 (stereo unspecified),14%,-13%,4%,15,i,-3%,-3%,5,17%,
COc1ccc(N2C(=O)CC(c3ccc(OC(C)C)cc3)C2=O)cc1 (stereo unspecified),2%,-8%,10%,10,i,5%,-4%,4,1%,
Cn1c2ccccc2c2c(C(=O)NCC3CCCO3)cn(C3CCCC3)c(=O)c21 (stereo unspecified),-14%,/,-4%,16,/,8%,10%,5,-19%,
CC1CCCN(C(=O)C23CCC(C)(C(=O)C2)C3(C)C)C1 (stereo unspecified),-3%,-2%,10%,5,i,7%,5%,6,-15%,Spn PMK inh pilot replicates=0.5;MK inhibit pilot replicates=0.5;Spn DPM-DC inh pilot screen %=3.0
Cc1sc2nc(CN3CCOCC3)nc(N3CCC(C(N)=O)CC3)c2c1C,2%,21%,-26%,7,i,7%,-12%,2,-1%,
COc1cc(NC(=O)CN2C(=O)c3ccccc3S2(=O)=O)c(OC)cc1Cl,2%,0%,7%,6,i,-4%,5%,1,-7%,
O=C1c2ccccc2S(=O)(=O)N1CC(O)Cn1ccc2ccccc21 (stereo unspecified),-9%,-4%,8%,0,i,14%,0%,3,-7%,
N#Cc1nc(-c2ccc(OCc3ccc(Cl)cc3)cc2)oc1N1CCC(C(N)=O)CC1,9%,4%,-4%,1,i,10%,19%,8,2%,
COC(=O)c1ccc(C2C(C(=O)c3cc4ccccc4o3)=C(O)C(=O)N2CCCN(C)C)cc1 (stereo unspecified),6%,-6%,3%,3,i,15%,-8%,0,12%,
Cn1c(Cc2ccccc2)nnc1SCC(=O)NC1CCCCC1,-5%,-9%,13%,0,i,15%,1%,1,2%,Spn PMK inh pilot replicates=2.0;MK inhibit pilot replicates=0.5;Spn DPM-DC inh pilot screen %=0.5
CCn1c(SCC(=O)NCc2ccc3c(c2)OCO3)nnc1-c1cccs1,11%,-1%,-7%,7,i,9%,-3%,9,6%,
Cn1c(=O)[nH]c(=O)c2c1nc(Br)n2CCSc1nc2ccccc2o1,-14%,0%,-1%,5,i,6%,-4%,10,-17%,
COc1ccc(OC)c(C(c2nnnn2CC2CCCO2)N2CCN(C)CC2)c1 (stereo unspecified),5%,-10%,9%,3,i,8%,10%,13,-6%,
COc1ccc(Cl)cc1NC(=O)N1CCN(C2CCCCC2)CC1,0%,6%,5%,8,i,4%,-11%,5,-6%,
Cc1cc(C(=O)COC(=O)CN(C)S(=O)(=O)c2ccc(Cl)cc2)c(C)n1Cc1cccs1,5%,0%,/,17,i,16%,0%,3,-2%,
O=C(c1ccc(N2CCCC2=O)cc1)N1CCOCC1,0%,-3%,/,18,i,10%,-12%,0,-6%,
COc1ccc(Br)cc1C1CC(=O)N2CN(C)CSC2=C1C#N (stereo unspecified),-18%,-3%,6%,0,i,6%,6%,25,-5%,

# The listing continues.
SMILES,HPDE-C7K KRASV12,HT1080 cytotoxicity,LYP phosphatase,Spn PMK inh,Spn DPM-DC inh,TNAP inhibition,Bfl-1 inhibitors,MK inhibit,HPDE-C7 cytotoxicity,others
CC(=O)C1=C(O)C(=O)N(c2cccc(C(=O)O)c2)C1c1ccc(F)cc1 (stereo unspecified),-4%,4%,4%,9,i,10%,-3%,11,4%,
Cc1nc2sc(C(c3ccccc3)N3CCN(CCO)CC3)c(O)n2n1 (stereo unspecified),-2%,-1%,-11%,5,i,9%,1%,9,-1%,
CCOC(=O)Nc1nc(C)c(C(=O)N(C)C)s1,-4%,-6%,-3%,2,i,12%,-2%,5,-5%,
O=C(NC1CCCCC1)c1nn2c(C(F)(F)F)cc(-c3ccco3)nc2c1Br,-12%,-6%,3%,17,i,6%,-24%,2,-29%,
Nc1nc(NC(=O)CCCC(=O)O)nn1-c1ccccc1,-4%,-21%,-10%,19,i,-4%,4%,0,-5%,
COc1cccc(N2C(=O)c3ccncc3C2=O)c1,5%,-1%,5%,20,i,13%,2%,2,-11%,
COc1ccc(CCNC(=O)Cn2cnc3c(nnn3Cc3ccc(C)cc3)c2=O)cc1OC,/,6%,8%,16,i,/,/,5,/,
CCOC(=O)c1ccc(N=c2sc(C(=O)OC)cc(=O)n2CCCN2CCOCC2)cc1,-14%,11%,-1%,0,i,0%,-5%,3,-18%,
CCCc1[nH]nc2c1C(c1ccc(OCCN3CCOCC3)c(OC)c1)C(C#N)=C(N)O2 (stereo unspecified),6%,-5%,14%,4,i,4%,-2%,9,12%,
COc1ccc(CNS(=O)(=O)c2ccc(OC)cc2)cc1,/,2%,4%,0,i,/,/,9,/,
O=C(OCC(=O)N(C1CCCCC1)C1CCCCC1)c1ccncc1,-8%,-3%,-3%,9,i,6%,-3%,7,4%,
Cc1c(CN2CCCCC2)c(O)n(CCCO)c(=O)c1C#N,2%,1%,-11%,9,i,3%,2%,11,-3%,
